Jurkat autofluor: autofluorescence counter-screen for VLA-4 integrin assays; fluorescence ratio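 (tested at 10 µM compound in the well)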; AID 576; Jurkat cells, compound autofluorescence, flow cytometry; hits give high values; 1 = vehicle-only cell background; 0.61% of 24,000 active;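 active means fluorescence ratio above 2.44, which is 1 plus 3 SD of all ratios; inconclusive means signal too bright to measure linearly, ratio around 10 or more; inactive means fluorescence ratio below 2.44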;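 further: green fluorescence of cells measured with 488 nm excitation and 530 nm emission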
VLA-4 antagonist: blocks LDV-FITC ligand binding to Mn2+-activated human VLA-4 integrin; P13612; Jurkat cells, LDV-FITC binding with Mn2+, flow cytometry; 100% = Mn2+-driven binding gain fully reversed; inhibition, % at 10 µM (by protocol); 0.2% of 24,000 active; AID 529;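 active means inhibition above 50%; inconclusive means compound itself fluorescent, judged against control cell fluorescence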;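 further: 0% = Mn2+ stimulated cells lacking compound and 100% = ligand binding without Mn2+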
Target sequence (P13612 whole entry, looked up): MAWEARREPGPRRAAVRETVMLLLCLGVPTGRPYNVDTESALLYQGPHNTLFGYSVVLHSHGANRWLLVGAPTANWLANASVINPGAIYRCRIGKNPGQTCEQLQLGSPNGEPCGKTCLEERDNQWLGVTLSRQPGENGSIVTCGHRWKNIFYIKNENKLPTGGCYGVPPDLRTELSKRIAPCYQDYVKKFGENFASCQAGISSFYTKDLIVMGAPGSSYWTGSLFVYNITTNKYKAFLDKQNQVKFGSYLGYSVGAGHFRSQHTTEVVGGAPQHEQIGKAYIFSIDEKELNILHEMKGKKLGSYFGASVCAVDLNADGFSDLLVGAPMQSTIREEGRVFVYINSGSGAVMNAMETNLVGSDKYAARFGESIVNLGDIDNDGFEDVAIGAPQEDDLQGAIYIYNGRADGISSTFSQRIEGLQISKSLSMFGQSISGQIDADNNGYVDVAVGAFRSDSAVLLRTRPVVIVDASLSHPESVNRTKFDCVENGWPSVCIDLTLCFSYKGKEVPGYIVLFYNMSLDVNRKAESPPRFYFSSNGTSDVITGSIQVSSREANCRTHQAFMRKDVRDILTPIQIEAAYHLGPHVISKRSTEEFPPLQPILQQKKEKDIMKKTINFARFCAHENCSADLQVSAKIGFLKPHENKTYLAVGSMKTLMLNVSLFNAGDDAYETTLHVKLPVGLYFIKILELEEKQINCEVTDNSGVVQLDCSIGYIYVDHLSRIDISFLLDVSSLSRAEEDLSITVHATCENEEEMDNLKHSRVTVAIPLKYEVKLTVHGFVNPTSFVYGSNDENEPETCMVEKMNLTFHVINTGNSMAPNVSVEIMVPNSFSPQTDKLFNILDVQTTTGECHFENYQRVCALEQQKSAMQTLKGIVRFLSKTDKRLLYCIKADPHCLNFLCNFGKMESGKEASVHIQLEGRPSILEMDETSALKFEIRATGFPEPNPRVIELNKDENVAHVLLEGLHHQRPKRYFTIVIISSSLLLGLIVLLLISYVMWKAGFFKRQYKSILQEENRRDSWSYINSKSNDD
VLA-4 allo ag: allosterically activates the human VLA-4 integrin. Jurkat cells, LDV-FITC binding, flow cytometry. activation, % at 10 µM (by protocol). 24,000 tested, under 10 active;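 active means fluorescent ligand binding to cells raised by more than 40% of the manganese-induced maximum; inconclusive means compound's own fluorescence above 85% of the ligand control signal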;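 further: 0% = ligand binding without compound and 100% = manganese-stimulated maximal binding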
LNCaP diff act: promotes differentiation of LNCaP prostate cells. flow cytometry side scatter, 4 d. 0.56% of 24,000 active. side scatter shift, % at 10 µM;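 active means side scatter shift above 30%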;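 further: androgen-responsive LNCaP prostate cancer cells in charcoal-stripped serum medium; percent of cells past a gate set so DMSO wells show 10% shift; higher shift means more granular cells and more differentiation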
* = called active by the depositor; ? = inconclusive; · = not tested or not shown. Some of the compounds tested; count on the stated rates, not on these rows.

SMILES | Jurkat autofluor | VLA-4 antagonist | VLA-4 allo ag | LNCaP diff act
CCOC(=O)c1c(C2CCN(C(=O)OCC)CC2)nc2ccccn12 | 0.9 | ? | ? | 5
O=C(NC1CCCCCCC1)C1CCN(c2nc3ccccc3o2)CC1 | 1 | 12 | -5 | 8
COc1ccc(NC(=O)NCCCN2CCCC2=O)cc1 | 1 | -7 | -2 | 1
Cn1cc(C(=O)N2CCN(C(=O)c3ccco3)CC2)c2c3ccccc3n(C)c2c1=O | 1 | 3 | -1 | 6
COc1ccc(C2NC(=O)c3n[nH]c(C)c32)c(OC)c1 (centres undefined) | 1.1 | 13 | -3 | 2
COC(=O)C(c1cc(OC)c(O)c(OC)c1)(N1CCNC(C)C1)C(F)(F)F (centres undefined) | 1.1 | -4 | -1 | 0
CCCS(=O)(=O)N1CCN(C(=O)c2cccs2)CC1 | 0.98 | -15 | 0 | 14
CC(=O)c1c(OC(=O)c2ccco2)c2ccccc2n1C | 1.1 | -20 | 2 | 11
N#Cc1c(NCc2ccccc2)ccnc1NCc1cccnc1 | 1 | -4 | -1 | 16
Cc1ccccc1S(=O)(=O)Cc1ccc(C(=O)N2CCN(c3ncccn3)CC2)o1 | 1 | -1 | 2 | 4
Cc1ccc(S(=O)(=O)N2CCN(C(=O)CN3CCOCC3)C2)cc1 | 1.1 | -2 | 2 | 14
CCOCCCNC(=O)c1cc2sc(Cl)cc2n1CC | 1.1 | -14 | 0 | 8
CC1CCCN(C(=O)CNC(=O)Cn2ccc3ccccc3c2=O)C1 (centres undefined) | 0.99 | -9 | 3 | 9
O=C(C1CC1)N1CCc2cc(Br)cc(S(=O)(=O)NCc3ccco3)c21 | 1.1 | 3 | -4 | 4
CC1=C(C(=O)Nc2ccccc2)C(c2cccs2)C(C#N)=C(SCC#N)N1 (centres undefined) | 1.1 | -18 | 12 | 4
O=C(c1cc2nc(-c3ccco3)cc(C(F)(F)F)n2n1)N1CCN(c2ccccn2)CC1 | 1.1 | ? | ? | 10
COc1ccccc1CNC(=O)N[C@@H](Cc1ccccc1)C(=O)O | 1.1 | -14 | 4 | 10
O=C(CCn1c(=O)sc2ccccc21)Nc1ccon1 | 0.94 | 1 | -1 | 10
OCCNCCCCOc1ccccc1F | 1.1 | -14 | 6 | 7
O=C(CCNC(=O)Cn1ccc2ccccc2c1=O)NCCCN1CCN(c2ccc(F)cc2)CC1 | 0.99 | -25 | 3 | 18
O=C(NCC(=O)N1CCCC1)c1cccs1 | 1.1 | -31 | 3 | 11
O=C(Cc1coc(-c2ccc(F)cc2)n1)NCc1ccccc1 | 1 | 11 | -18 | 11
CCc1nn(CC(=O)NCCN2CCN(C)CC2)c(=O)c2cc3occc3n12 | 1.1 | 5 | 0 | 10
COC(=O)C1=C(C(=O)c2ccc(C)cc2)C(c2ccc(OC)c(OC)c2)n2nnnc2N1 (centres undefined) | 1.1 | ? | ? | 4
O=C(Nc1ccccc1C(=O)N1CCCC1)c1cccc(S(=O)(=O)N2CCCCC2)c1 | 1.4 | ? | ? | 17
CC(=O)C1C(c2cn(-c3ccccc3)nc2-c2cccs2)NC(=O)NC1(O)C(F)(F)F (centres undefined) | 1.4 | ? | ? | 15
Cc1ccc2cc3cc(C(=O)NCCCN4CCc5ccccc5C4)oc3nc2c1 | 1.1 | ? | ? | 12
N#CC1=C(N)n2c(s/c(=C\c3ccco3)c2=O)=C(C#N)C1c1ccco1 (centres undefined) | 1.4 | ? | ? | 5
COC(=O)C1=C(C)NC(=O)NC1c1ccc(OCC(=O)N2CCCCC2)cc1 (centres undefined) | 0.95 | -13 | 3 | 9
CC(C)Cc1cc(C(=O)NCCc2ccccc2)no1 | 1 | 16 | 0 | 8
CC(C)CC(NC(=O)C1CCCCC1)C(=O)NCc1ccccn1 (centres undefined) | 0.93 | 1 | -4 | 6
CCOC(=O)Cc1nnc(NC(=O)C(CC)Sc2nncn2C)s1 (centres undefined) | 1 | -4 | 1 | 0
CCOC(=O)C1CCN(S(=O)(=O)c2ccc(NC(=O)OC)cc2)CC1 | 1.1 | ? | ? | 7
CC(=O)Nc1c(I)c(NC(C)=O)c(I)c(C(=O)O)c1I | 0.97 | -2 | 4 | 2
CCC(C)NC(=O)C(Cc1ccccc1)n1cccc1 (centres undefined) | 0.89 | -10 | -4 | 8
CC1Cc2ccccc2N1C(=O)CCNS(=O)(=O)c1cccc2nsnc12 (centres undefined) | 1.1 | -13 | 0 | 13
COc1ccccc1NC(=O)CN1C(=O)C2(OCCCO2)c2ccccc21 | 0.99 | 10 | -4 | 10
Cc1ccc(-c2noc(CCC(=O)NCCc3ccccc3Cl)n2)cc1 | 1 | -1 | -1 | 7
CCOc1cc2[nH]c(=O)n(CCCCC(=O)NCc3ccco3)c(=O)c2cc1OCC | 0.98 | 5 | -4 | 16
O=C1CC(N2CCN(C3CCc4ccccc4C3)CC2)C(=O)N1c1ccccc1 (centres undefined) | 0.93 | -23 | 8 | 2

Single records (already shown). Screens in order: Jurkat autofluor | VLA-4 antagonist | VLA-4 allo ag | LNCaP diff act
CC(=O)Nc1c(I)c(NC(C)=O)c(I)c(C(=O)O)c1I as listed: 0.97 | -2 | 4 | 2
CC(C)CC(NC(=O)C1CCCCC1)C(=O)NCc1ccccn1 (centres undefined) as listed: 0.93 | 1 | -4 | 6
Cc1ccc2cc3cc(C(=O)NCCCN4CCc5ccccc5C4)oc3nc2c1 as listed: 1.1 | ? | ? | 12
O=C1CC(N2CCN(C3CCc4ccccc4C3)CC2)C(=O)N1c1ccccc1 (centres undefined) as listed: 0.93 | -23 | 8 | 2
COc1ccccc1NC(=O)CN1C(=O)C2(OCCCO2)c2ccccc21 as listed: 0.99 | 10 | -4 | 10

Later entries
SMILES | Jurkat autofluor | VLA-4 antagonist | VLA-4 allo ag | LNCaP diff act
COc1ccccc1NC(=O)N(Cc1ccco1)Cc1cc2c(C)ccc(C)c2[nH]c1=O | 1.1 | 6 | -5 | 3
O=C(NCCN1CCC(Cc2ccccc2)CC1)C1CCCN(S(=O)(=O)c2cnc[nH]2)C1 (centres undefined) | 1.1 | 5 | 1 | 12
Cc1cccc(C(=O)N2CCN(Cc3ccc4c(c3)OCO4)CC2)c1 | 0.87 | -10 | 12 | 6
COc1ccc(C(=O)N2CCN(S(=O)(=O)c3cc(Cl)ccc3OC)CC2)cc1 | 1 | 0 | 3 | 6
O=C(Nc1cnn(Cc2ccc(Cl)cc2Cl)c1)c1cc(-c2cccs2)on1 | 1.1 | 12 | -1 | 11
COCCN(CC(=O)Nc1ccccc1C)S(=O)(=O)c1ccc(S(=O)(=O)N2CCCC2)cc1 | 1 | -18 | -1 | 3
COc1ccc(-c2nnc3sc(C(C)N4C(=O)c5ccccc5C4=O)nn23)cc1 (centres undefined) | 1.4 | 4 | -12 | 9
O=C(NCc1ccccc1)c1cnc2n(c1=O)CCS2 | 0.95 | -7 | 1 | 10
CCOC(=O)c1cccc(NC(=O)CSc2nnc(C3CCCCC3)n2C)c1 | 1.1 | 18 | -9 | 18
CCc1ccc(N2CC(C(=O)OCC(=O)NC3CCS(=O)(=O)C3)CC2=O)cc1 (centres undefined) | 1 | -33 | 4 | 4
Cc1nc(NCCNC(=O)c2ccco2)c2c(C)c(C)sc2n1 | 1 | -2 | 0 | ·
CC(=O)c1ccc(OCC(O)CN2CCC(C)CC2)cc1 (centres undefined) | 0.96 | -10 | 3 | 8
Cc1ccc(-c2ccc(=O)n(CCC(=O)NCCN3CCCCC3C)n2)cc1 (centres undefined) | 1 | -3 | 4 | 9
COc1ccc(S(=O)(=O)N2CCCN(CC(=O)Nc3ccc4c(c3)OCO4)CC2)cc1 | 1.1 | ? | ? | 4
CCOc1ccc(NC(=O)C2CCCN(S(=O)(=O)c3c(C)n[nH]c3C)C2)cc1 (centres undefined) | 1 | 4 | 1 | 2
CCOC(=O)N1CCC(NC(=O)CNS(=O)(=O)c2ccc(Br)s2)CC1 | 0.9 | -15 | 11 | 4
COc1ccc(-c2nc3c(c(SCC(=O)N4CCOCC4)n2)COC(C)(C)C3)cc1 | 1.1 | -3 | 0 | 8
Cc1ccc2c(c1)NC(=O)C(CC(=O)NCCCN1CCc3ccccc3C1)O2 (centres undefined) | 1.1 | ? | ? | 8
Cc1ccc(C)c(C(=O)CC2(O)C(=O)Nc3ccccc32)c1 (centres undefined) | 1 | -21 | 5 | 4
Cn1nc(-c2ccc(Cl)cc2)c2cc(C(=O)NCCCN3CCCC3)sc21 | 1 | 5 | -3 | 62*

Quoted from above for reference:
SMILES | Jurkat autofluor | VLA-4 antagonist | VLA-4 allo ag | LNCaP diff act
COc1ccccc1NC(=O)N(Cc1ccco1)Cc1cc2c(C)ccc(C)c2[nH]c1=O | 1.1 | 6 | -5 | 3
O=C(NCCN1CCC(Cc2ccccc2)CC1)C1CCCN(S(=O)(=O)c2cnc[nH]2)C1 (centres undefined) | 1.1 | 5 | 1 | 12

Next compounds:
SMILES | Jurkat autofluor | VLA-4 antagonist | VLA-4 allo ag | LNCaP diff act
Cc1cc(S(=O)(=O)Nc2cccc(O)c2)c(C)s1 | 1 | 4 | -5 | 17
CC1CCC(NC(=O)c2ccc(N3CCCC3=O)cc2)CC1 (centres undefined) | 1.1 | ? | ? | 4
CCC(=O)N1CCNC(=O)C1CC(=O)Nc1ccc(C)c(Cl)c1 (centres undefined) | 1 | 52* | -9 | 6
Cc1ccc(S(=O)(=O)NCCC(=O)NCc2ccccc2)cc1 | 1 | -23 | 3 | 4
CCOC(=O)N1CCN(C(=O)CSc2nnc(-c3ccccc3OC)o2)CC1 | 0.95 | 1 | 7 | 8
CCn1nc(C(=O)O)c(=O)c2cc3c(cc21)OCO3 | 0.98 | -10 | -1 | 4
Cc1cc(C(F)(F)F)nc(NCc2ccc(F)cc2)n1 | 1.1 | 0 | 1 | 0
O=c1oc2ccc(Br)cc2cc1-c1nc2ccccc2o1 | 1.1 | -13 | -1 | 5
Cn1c(/C=N/n2cnnc2)nc2ccccc21 | 0.91 | -24 | 8 | 3
CC(=O)c1cc(-c2ccccc2)n(CC(=O)N2CCN(C3CCCC3)CC2)c1C | 0.99 | -11 | 0 | 13
COc1ccccc1N1CCN(C(c2cccs2)C(C)NC(=O)c2cccs2)CC1 (centres undefined) | 1.1 | 11 | 0 | 8
O=C(O)CCC(=O)N1CCc2cc(S(=O)(=O)NCc3cccs3)ccc21 | 1.1 | 9 | -3 | 5
CCOc1ccc(C(C)=O)cc1COc1ccc(-n2cnnn2)cc1 | 1.1 | -24 | 6 | 6
COc1ccc(N(CC(=O)NCc2cccs2)S(=O)(=O)c2c(C)nn(C)c2C)cc1 | 0.95 | -8 | 4 | 2
CC(C)C(=O)Nc1c(C(=O)c2ccc(F)cc2)oc2ccccc12 | 0.99 | 11 | -2 | 2
CC(=O)Nc1cccc(NC(=O)CSc2nnc(Cc3cccn3C)n2-c2ccc(F)cc2)c1 | 0.97 | -7 | 7 | 4
Cc1ccc(C2CC(c3ccc(F)cc3)Nc3nc(N)nn32)cc1 (centres undefined) | 1 | -11 | 3 | 4
Cn1c(Cn2c(=O)sc3ccccc32)nnc1SCC(=O)N1CCOCC1 | 0.99 | -4 | 2 | 6
O=C(Nc1cccnc1)c1ccc2snnc2c1 | 1.1 | 0 | 0 | 4
COc1ccc(C(CNC(=O)c2cc(C)oc2C)N2CCOCC2)cc1 (centres undefined) | 1.1 | -3 | 0 | 14
CCSC(SCC)[C@H](O)[C@@H](O)[C@H](O)[C@H](O)CO | 1.1 | -4 | -6 | 4
N#Cc1cn(CC(=O)N2CCCC2)c2ccccc12 | 0.96 | -25 | 4 | 20
CN1CSC2=C(C#N)C(c3cccc(OCc4ccccc4)c3)CC(=O)N2C1 (centres undefined) | 0.99 | -19 | -3 | 2
COc1ccc(C(=O)N(CN2CCCC2=O)c2ccc(C)cc2)cc1 | 0.88 | 4 | 3 | 4
Cc1ccc(Cn2ccc(NC(=O)c3cc(-c4ccc(Br)cc4)on3)n2)cc1 | 0.98 | -3 | 8 | 35*
CC(C)(C)n1ncc2c(=O)n(CC(=O)Nc3ccccc3)cnc21 | 1 | -1 | 3 | 7
Cn1cccc1Cc1nnc(SCC(=O)Nc2cccc(F)c2)n1-c1ccc(F)cc1 | 1 | -2 | 1 | 10
CC(=O)N1CCN=C1SCc1ccc(Br)cc1 | 0.99 | -1 | 3 | 3
Cc1cc(Nc2ccccc2Br)n2nc(C)nc2n1 | 0.89 | 10 | 8 | 9
CCCCC(=O)NCc1ccc2c(c1)cc(C)n2C | 0.99 | 12 | 2 | 7
Cc1cc(C)n(S(=O)(=O)Cc2ccccc2)n1 | 0.97 | -18 | 2 | 10
COC(=O)C1=C(C)N=C2SCCC(=O)N2C1c1cc(Br)ccc1OC (centres undefined) | 1.1 | -12 | -1 | 9
Cc1ccccc1-c1nc(CN2CCC(C(=O)NCCCN3CC(C)CC(C)C3)CC2)c(C)o1 (centres undefined) | 1 | 1 | 3 | 75*
CC1(C)CC(=O)C=C(Nc2ccc(OCC(F)(F)C(F)F)cc2)C1 | 1.1 | -16 | 5 | 7
CN(C)c1nc(N(C)C)nc(N(C)C)n1 | 1 | -14 | 8 | 8
COc1ccc(CNC(=O)COC(=O)c2n[nH]c3ccccc23)cc1OC | 1.1 | -14 | 0 | 13

Assay outcomes deposited in PubChem BioAssay by NMMLSC.
